p53 PUMA act – mutant p53 pathway re-activators, primary screen, cell-based, SW480, luciferase, single point, HTS. SW480 PUMA-promoter luciferase, p53 mutant reactivation. activation, % at 9.98 µM. hit rate 1.5% among 28,000. AID 624151, 2012; in the data active = activation above about 52%
STK33 kin inh – STK33 kinase inhibitors, primary screen, biochemical, luminescence, ADP-Glo, MBP substrate. Serine/threonine-protein kinase 33 (Homo sapiens), Q9BYT3. AID 2322, 2010. hit rate 0.44% among 27,000. inhibition, % at 12.5 µM; in the data active = inhibition above about 20%
Target sequence (Q9BYT3 whole entry, looked up): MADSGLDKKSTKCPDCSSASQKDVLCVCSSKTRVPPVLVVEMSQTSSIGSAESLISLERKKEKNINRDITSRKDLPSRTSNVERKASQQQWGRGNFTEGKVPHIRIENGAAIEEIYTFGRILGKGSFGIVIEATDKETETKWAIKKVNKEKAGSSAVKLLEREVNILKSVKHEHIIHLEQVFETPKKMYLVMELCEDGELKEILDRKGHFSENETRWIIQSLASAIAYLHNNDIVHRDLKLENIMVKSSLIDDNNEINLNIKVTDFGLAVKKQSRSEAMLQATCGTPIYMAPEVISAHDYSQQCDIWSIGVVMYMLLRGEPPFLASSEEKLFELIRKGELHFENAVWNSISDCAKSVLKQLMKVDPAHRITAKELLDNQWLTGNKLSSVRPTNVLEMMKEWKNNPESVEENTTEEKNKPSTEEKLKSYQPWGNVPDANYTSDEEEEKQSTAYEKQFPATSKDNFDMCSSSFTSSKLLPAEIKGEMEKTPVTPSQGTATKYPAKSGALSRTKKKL
Active calls of the source: *.

COc1ccc(CN(C)C[C@H]2Oc3ccc(NC(=O)NC4CCCCC4)cc3C(=O)N([C@@H](C)CO)C[C@H]2C)cc1 was read as STK33 kin inh -5.
Screening Cc1noc(C)c1NC(=O)N(C)C[C@H]1Oc2ccc(NC(=O)Cc3ccccc3)cc2C(=O)N([C@H](C)CO)C[C@@H]1C returned p53 PUMA act 0.
For C[C@@H]1CCCCO[C@@H](CN(C)C(=O)C2CCCCC2)[C@@H](C)CN([C@@H](C)CO)C(=O)c2cc(N(C)C)ccc2O1 the results were p53 PUMA act 2.
O=C(CCn1cnc2ccccc2c1=O)Nc1ccc2c(c1)Cc1ccccc1-2 was read as p53 PUMA act 22 and STK33 kin inh -3.
O=C(CSc1ncnc2nc[nH]c12)N1CCOCC1 was read as p53 PUMA act -2 and STK33 kin inh -5.
Screening C[C@@H]1CN([C@@H](C)CO)C(=O)c2cc(NS(=O)(=O)c3ccc(Cl)cc3)ccc2O[C@H]1CN(C)C(=O)Nc1ccc(F)cc1 returned p53 PUMA act -13.
`CS(=O)(=O)N(CC(=O)Nc1ccccc1C(F)(F)F)C1CCCCC1` gave p53 PUMA act -3 and STK33 kin inh -5.
Screening OC1C=CC(O)C23OC12C(O)C=CC31Oc2cccc3cccc(c23)O1 (stereo not drawn) returned p53 PUMA act 1 and STK33 kin inh -3.
CC(C)(CO)NC(=S)NCC1CCCO1 (stereo not drawn) was read as STK33 kin inh -1.
CC(C)(C)c1ccc(C(=O)N2CCN(c3ccc([N+](=O)[O-])c(NCc4cccnc4)c3)CC2)cc1 was read as p53 PUMA act -101 and STK33 kin inh -1.
`O=C(C[C@H]1C[C@@H]2c3cc(NC(=O)C4CCOCC4)ccc3O[C@@H]2[C@@H](CO)O1)NCc1cccnc1` gave p53 PUMA act 5.
CCOC(=O)c1c(NC(=S)N(C)Cc2c(C)nn(C)c2C)sc2c1CCCCCC2 was read as p53 PUMA act 4 and STK33 kin inh -1.
`O=C(NCC1CCCO1)c1ccccc1S(=O)(=O)c1ccc([N+](=O)[O-])cc1` (stereo not drawn) gave p53 PUMA act -6 and STK33 kin inh -1.
Screening COc1ccccc1NC(=O)CSc1nccc(=O)[nH]1 returned p53 PUMA act 2 and STK33 kin inh 1.
COC(=O)c1ccccc1NC(=O)c1nc2ncccn2n1 was read as p53 PUMA act 16 and STK33 kin inh -4.
Screening C[C@H](CO)N1C[C@H](C)[C@H](CN(C)Cc2ccc(-c3ccccc3)cc2)Oc2ccc(NC(=O)CCN3CCOCC3)cc2C1=O returned STK33 kin inh 0.
O=C(CSc1nc2cc3ccccc3cc2[nH]1)Nc1cccc(C(F)(F)F)c1 was read as p53 PUMA act -3 and STK33 kin inh 3.
For C[C@@H]1CN([C@H](C)CO)S(=O)(=O)c2ccc(-c3ccccc3F)cc2O[C@@H]1CN(C)C(=O)C1CC1 the results were p53 PUMA act 4.
Screening O=C(CN1C(=O)c2ccccc2C1=O)Nc1ccc(NC(=O)c2ccco2)cc1 returned p53 PUMA act 4 and STK33 kin inh 2.
Screening COc1ccc(NC(=O)Nc2ccc3c(c2)C(=O)N([C@@H](C)CO)C[C@H](C)[C@H](CN(C)Cc2ccc(C(F)(F)F)cc2)O3)cc1 returned STK33 kin inh 2.
`CNC[C@H]1Oc2ccc(NC(=O)Nc3ccc(C(F)(F)F)cc3)cc2CC(=O)N([C@@H](C)CO)C[C@@H]1C` gave STK33 kin inh -1.
`COc1ccc(NC(=O)N(C)C[C@H]2Oc3c(cccc3N(C)C)C(=O)N([C@H](C)CO)C[C@H]2C)cc1` gave p53 PUMA act -9.
For Cc1cccc(N(CC(=O)NC2CCCCCC2)S(C)(=O)=O)c1C the results were p53 PUMA act -3 and STK33 kin inh -6.
For C[C@H]1CN([C@@H](C)CO)C(=O)c2cc(NC(=O)Cn3cnnn3)ccc2O[C@H]1CN(C)C(=O)Nc1cccc2ccccc12 the results were STK33 kin inh -4.
For C[C@H](CO)N1C[C@H](C)[C@H](CN(C)C(=O)NC2CCCCC2)Oc2ccc(NC(=O)Nc3ccc(F)cc3)cc2CC1=O the results were p53 PUMA act 0 and STK33 kin inh -4.
CC(=O)NCCc1c[nH]c2ccc(O)cc12 was read as p53 PUMA act -14 and STK33 kin inh 2.
Screening CNC[C@H]1Oc2c(NS(=O)(=O)c3ccc(Cl)cc3)cccc2C(=O)N([C@H](C)CO)C[C@@H]1C returned p53 PUMA act 1.
C[C@@H]1CC[C@]2(C(=O)O[C@@H]3O[C@H](CO)[C@@H](O)[C@H](O)[C@H]3O)CC[C@]3(C)C(=CCC4[C@@]5(C)C[C@@H](O)[C@H](O)C(C)(C)C5CC[C@]43C)C2[C@]1(C)O (stereo partly drawn) was read as p53 PUMA act 19.
CCCC#Cc1cnc2c(c1)C(=O)N([C@H](C)CO)C[C@@H](C)[C@H](CN(C)C(=O)Cc1cccnc1)O2 was read as p53 PUMA act 14.
Screening C[C@H]1CN([C@@H](C)CO)C(=O)c2cc(-c3cccc(C(=O)N(C)C)c3)cnc2O[C@@H]1CN(C)S(=O)(=O)c1ccc(F)cc1 returned p53 PUMA act -3.

No new results follow: an excerpt of the list.
For Cc1cccc(N(CC(=O)NC2CCCCCC2)S(C)(=O)=O)c1C the results were p53 PUMA act -3 and STK33 kin inh -6.
For C[C@H]1CN([C@@H](C)CO)C(=O)c2cc(NC(=O)Cn3cnnn3)ccc2O[C@H]1CN(C)C(=O)Nc1cccc2ccccc12 the results were STK33 kin inh -4.

Further compounds.
Screening O=C1/C(=C/c2ccc(N3CCOCC3)cc2)CCC1C1CCCC1 (stereo not drawn) returned p53 PUMA act 65*.
C[C@@H]1CN([C@H](C)CO)C(=O)Cc2cc(NC(=O)C3CC3)ccc2O[C@H]1CN(C)S(=O)(=O)c1cn(C)cn1 was read as p53 PUMA act 2.
`C[C@@H]1CN([C@H](C)CO)C(=O)c2cc(C#Cc3ccccc3)cnc2O[C@@H]1CN(C)C(=O)C1CC1` gave p53 PUMA act 14.
Screening C[C@H](CO)N1C[C@H](C)[C@@H](CN(C)C(=O)Nc2ccc3c(c2)OCO3)OCc2ccccc2-c2ccccc2C1=O returned p53 PUMA act 18.
For COc1ccc(C(=O)CSc2nc3nc(C)cc(C)c3c(=O)[nH]2)cc1OC the results were p53 PUMA act -2 and STK33 kin inh -2.
Screening C[C@H](CO)N1C[C@H](C)[C@H](CN(C)S(=O)(=O)c2ccc(Cl)cc2)Oc2ccc(NC(=O)NC3CCCCC3)cc2CC1=O returned p53 PUMA act -4 and STK33 kin inh -1.
`COc1ccc(S(=O)(=O)N(C)C[C@@H]2OCCCC[C@@H](C)Oc3ccc(NC(=O)Nc4cccc5ccccc45)cc3C(=O)N([C@H](C)CO)C[C@@H]2C)cc1` gave STK33 kin inh -1.
Screening O=C(NCc1ccco1)c1cc(-c2ccccc2)on1 returned p53 PUMA act 46 and STK33 kin inh -1.
`C[C@H](CO)N1C[C@H](C)[C@H](CN(C)Cc2ccc(Oc3ccccc3)cc2)Oc2ccc(NC(=O)Nc3ccc(C(F)(F)F)cc3)cc2CC1=O` gave STK33 kin inh -4.
For COc1ccc(S(=O)(=O)N(C)C[C@H]2Oc3ccc(NS(C)(=O)=O)cc3CC(=O)N([C@H](C)CO)C[C@H]2C)cc1 the results were p53 PUMA act 0 and STK33 kin inh -3.
Screening CC(C)C(=O)Nc1sc2c(c1C(=O)Nc1cccnc1)CCCC2 returned p53 PUMA act 11 and STK33 kin inh 0.
For COc1ccc(S(=O)(=O)Nc2ccc3c(c2)CC(=O)N([C@@H](C)CO)C[C@@H](C)[C@H](CN(C)CC2CC2)O3)cc1 the results were p53 PUMA act 2.
Screening C[C@@H]1CN([C@H](C)CO)C(=O)c2cccc(NC(=O)C3CCOCC3)c2O[C@@H]1CN(C)Cc1ccccc1 returned p53 PUMA act -6.
For C[C@H](CO)N1C[C@H](C)[C@H](CN(C)S(=O)(=O)c2cn(C)cn2)OCc2ccccc2-c2c(n(C)c3ccccc23)C1=O the results were p53 PUMA act 10.
O=C(CSc1nc2ccccc2o1)Nc1ccccn1 was read as STK33 kin inh -3.
Screening COc1ccc(Nc2nc(N)nc(CSCCO)n2)cc1 returned p53 PUMA act 30 and STK33 kin inh 4.
Screening C[C@H](CO)N1C[C@H](C)[C@H](CN(C)CC2CC2)Oc2ccc(NS(=O)(=O)c3ccccc3)cc2CC1=O returned STK33 kin inh 1.
`COc1ccc(NC(=O)CN(c2cccc(Cl)c2)S(C)(=O)=O)cc1` gave p53 PUMA act 10 and STK33 kin inh -1.
N#Cc1c(NC(=O)Cn2cnc3scc(-c4ccccc4)c3c2=O)sc2c1CCC2 was read as p53 PUMA act -6 and STK33 kin inh 1.
`O=C1C=CC(O)(/C=C/C(=O)OC[C@H]2O[C@@H](Oc3ccc(O)cc3)[C@H](O)[C@@H](OC(=O)/C=C/C3(O)C=CC(=O)C=C3)[C@@H]2O)C=C1` gave p53 PUMA act 18 and STK33 kin inh 52*.
`COCCCNC(=O)[C@]1(CCS(=O)(=O)c2ccccc2)N=C(c2ccc(OCCCO)cc2)O[C@@H]1c1ccccc1` gave STK33 kin inh -6.
`COc1ccc(CN(C)C[C@@H]2Oc3ccc(NC(=O)C4CC4)cc3CC(=O)N([C@H](C)CO)C[C@H]2C)cc1` gave p53 PUMA act 5 and STK33 kin inh -4.
`COc1ccc(NC(=O)N(C)C[C@@H]2Oc3ccc(NS(=O)(=O)c4cccs4)cc3C(=O)N([C@H](C)CO)C[C@H]2C)cc1` gave p53 PUMA act 14.
`O=C1N(CCS(=O)(=O)c2ccccc2)Cc2ccccc2C[C@@]12COC(c1ccc(OCCCO)cc1)=N2` gave STK33 kin inh 2.
Screening C[C@@H]1CN([C@@H](C)CO)C(=O)c2cccc(N(C)C)c2O[C@H]1CN(C)Cc1ccc(C(=O)O)cc1 returned p53 PUMA act 6.
For COc1ccc(S(=O)(=O)N(C)C[C@@H]2Oc3ncc(C#Cc4ccccc4)cc3C(=O)N([C@H](C)CO)C[C@@H]2C)cc1 the results were p53 PUMA act 1 and STK33 kin inh 5.
For CC1(C)CC[C@]2(C(=O)O[C@@H]3O[C@H](CO)[C@@H](O)[C@H](O)[C@H]3O)CC[C@]3(C)C(=CCC4[C@@]5(C)C[C@@H](O)[C@H](O)[C@@](C)(CO)C5CC[C@]43C)C2[C@@H]1O (stereo partly drawn) the results were p53 PUMA act 6 and STK33 kin inh 1.
Cc1ccc(S(=O)(=O)N(C)C[C@@H]2Oc3ccc(NC(=O)Nc4c(C)noc4C)cc3C(=O)N([C@@H](C)CO)C[C@@H]2C)cc1 was read as STK33 kin inh -1.
Screening O=C(O)CCc1nn2c3ccccc3nc2n(-c2ccccc2)c1=O returned p53 PUMA act -7 and STK33 kin inh 7.
`C[C@@H]1CN([C@@H](C)CO)C(=O)c2cc(NS(=O)(=O)c3cccs3)ccc2O[C@H]1CN(C)C(=O)Nc1ccc2c(c1)OCO2` gave p53 PUMA act 12.

Among those listed so far, 5 contain a thiophene ring, fused or not.
CCOC(=O)c1c(NC(=S)N(C)Cc2c(C)nn(C)c2C)sc2c1CCCCCC2 was read as p53 PUMA act 4 and STK33 kin inh -1.
Screening CC(C)C(=O)Nc1sc2c(c1C(=O)Nc1cccnc1)CCCC2 returned p53 PUMA act 11 and STK33 kin inh 0.
N#Cc1c(NC(=O)Cn2cnc3scc(-c4ccccc4)c3c2=O)sc2c1CCC2 was read as p53 PUMA act -6 and STK33 kin inh 1.
`COc1ccc(NC(=O)N(C)C[C@@H]2Oc3ccc(NS(=O)(=O)c4cccs4)cc3C(=O)N([C@H](C)CO)C[C@H]2C)cc1` gave p53 PUMA act 14.
`C[C@@H]1CN([C@@H](C)CO)C(=O)c2cc(NS(=O)(=O)c3cccs3)ccc2O[C@H]1CN(C)C(=O)Nc1ccc2c(c1)OCO2` gave p53 PUMA act 12.

Later entries
For C[C@@H]1CN([C@H](C)CO)C(=O)c2cc(/C=C/c3ccccc3)cnc2O[C@H]1CN(C)S(=O)(=O)c1ccccc1F the results were p53 PUMA act -19.
For N#Cc1c(NC(=O)COc2ccc(C(=O)NC3CCCCC3)cc2)sc2c1CCC2 the results were p53 PUMA act -9 and STK33 kin inh -3.
COc1ccc(OC)c2c(C)cc(Cl)nc12 was read as p53 PUMA act -8.
`COC(=O)[C@]1(C)CCC[C@@]2(C)[C@H]1CC=C(C)[C@@H]2CCc1ccoc1` gave p53 PUMA act -5.
Screening Cc1oc2cc(O)ccc2c(=O)c1Oc1ccc(Cl)cc1 returned STK33 kin inh 0.
Screening COc1ccc(S(=O)(=O)N(C)C[C@@H]2Oc3c(NC(=O)c4ccncc4)cccc3C(=O)N([C@@H](C)CO)C[C@H]2C)cc1 returned p53 PUMA act 8.
C[C@@H]1CN([C@@H](C)CO)C(=O)Cc2cc(NC(=O)CCC(F)(F)F)ccc2O[C@@H]1CN(C)CC1CC1 was read as STK33 kin inh 0.
`Cc1cc(I)ccc1NC(=O)CN(c1cccc(C(F)(F)F)c1)S(C)(=O)=O` gave p53 PUMA act 15 and STK33 kin inh -3.
C[C@H]1CN([C@@H](C)CO)C(=O)Cc2cc(NC(=O)Nc3ccc4c(c3)OCO4)ccc2O[C@H]1CN(C)Cc1ccc2c(c1)OCO2 was read as STK33 kin inh 0.
Screening O=S(=O)(NC[C@@H]1CCCN(Cc2ccc(OCCO)cc2)C1)c1cccc2cccnc12 returned STK33 kin inh -3.
For COc1ccc(S(=O)(=O)N(C)C[C@H]2Oc3ccc(NC(=O)Cn4cnnn4)cc3C(=O)N([C@H](C)CO)C[C@H]2C)cc1 the results were p53 PUMA act -1.

Bioassay records as filed in PubChem.

Some of the compounds tested; rates above refer to the full screens.
